Bfl-1 displacement = Bfl-1 inhibitors, primary screen, biochemical, fluorescence polarization, FITC-Bid, mouse (AID 432); Bcl-2-related protein A1 (Mus musculus); FITC-Bid BH3 peptide fluorescence polarization displacement; higher % means a stronger effect; displacement, % at 20 µM, or IC50 in µM where a hit was titrated; 64,000 tested, 0.02% active; in the data active means a potency from the dose series; inactive means the rest, 99 in 100 with displacement below about 15%; further: strong numbers were not always called active
MK inhibit = S. pneumoniae MK inhibitors, primary screen, biochemical, PK/LDH-coupled NADH absorbance | mevalonate kinase [Streptococcus pneumoniae D39] | purified MK, PK/LDH-coupled NADH absorbance 340 nm | inhibition, % at 10 µM | 65,000 tested, 0.48% active;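 active means ranked among the strongest by inhibition in the single 10 µM screen, a fixed top-ranked set picked for dose follow-up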; further: no value below 0 was filed
Spn DPM-DC inh = S. pneumoniae DPM-DC inhibitors, primary screen, biochemical, PK/LDH-coupled NADH fluorescence; 65,000 tested, 0.49% active; diphosphomevalonate decarboxylase (Streptococcus pneumoniae D39); calls only at 10 µM; purified DPM-DC;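 active means the 320 compounds with the highest percent inhibition in the single-dose primary screen, excluding strongly autofluorescent ones, cut at about 32% in these data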;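 further: kinetic rate of NADH fluorescence loss reporting ADP formed by the decarboxylase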
HPDE-C7K KRASV12 = cytotoxicity in KRAS-transformed pancreatic duct cells, primary screen, cell-based, fluorescence, HTS (AID 431); HPDE-C7K KRASV12 cells, Alamar Blue viability, 48 h; higher % means a stronger effect; one-dose cytotoxicity, % at 10 µM; EC50 in µM for titrated hits; 63,000 tested, 1.7% active;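 active means compounds whose percent cytotoxicity in the single-dose primary screen, scaled between solvent and toxic-drug controls, exceeds 50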;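 further: 0% = DMSO solvent wells and 100% = doxorubicin-treated wells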
HT1080 viability = cytotoxicity in HT1080 fibrosarcoma cells, cell-based, fluorescence readout (AID 620). HT1080 viability, fluorescence; higher % means a stronger effect. cytotoxicity, % at 10 µM, or EC50 in µM where a hit was titrated. 87,000 tested, 0.42% active;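 further: cells exposed to compound overnight then 4 h with Alamar Blue; 0% = vehicle DMSO and 100% = killing control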
HPDE-C7 viability = cytotoxicity in HPDE-C7 cells, cell-based, fluorescence, HTS (AID 430); 63,000 tested, 1.8% active; HPDE-C7 pancreatic duct cells viability, fluorescence; higher % means a stronger effect; cytotoxicity, % at 10 µM; hits with a dose series show EC50 in µM;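 further: cells exposed to compound for 48 hours before viability readout; 0% = vehicle and 100% = reference cytotoxic drug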
Alkaline phosphatase = human TNAP enzyme inhibitors, biochemical, luminescent (AID 518) | purified TNAP enzyme, luminescent substrate readout; higher % means a stronger effect | one-dose inhibition, % at 20 µM; IC50 in µM for titrated hits | 64,000 tested, 0.09% active; in the data active means a potency from the dose series; inactive means the rest, 99 in 100 with inhibition below about 22%;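 further: plate controls were vehicle for no effect and reference inhibitor for full effect; many of its hits are not listed in these tables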
LYP phosphatase = LYP phosphatase inhibitors, primary screen, biochemical, DiFMUP fluorescence, recombinant catalytic domain, 10 µM (AID 606); Tyrosine-protein phosphatase non-receptor type 22 (Homo sapiens); recombinant LYP catalytic domain, DiFMUP fluorescence; higher % means a stronger effect; one-dose inhibition, % at 10 µM; IC50 in µM for titrated hits; 52,000 tested, under 10 active;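 active means IC50 under 40 µM in the dose-response test; inactive means IC50 of 40 µM or more, or never dose-tested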
Spn PMK inh = S. pneumoniae PMK inhibitors, primary screen, biochemical, mevalonate pathway, pilot trial included; purified PMK, PK/LDH-coupled NADH absorbance 340 nm; 65,000 tested, 0.49% active; phosphomevalonate kinase (Streptococcus pneumoniae D39); inhibition, % at 10 µM;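 active means top-ranked compounds by inhibition in the single 10 µM screen, taking a fixed number of the strongest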;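 further: 0% = full reaction with DMSO carrier and 100% = background rate without enzyme reaction; no value below 0 was filed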
Spn PMK inh pilot replicates = also measured in Spn PMK inh; calls as there; inhibition, %; measured here: pilot screen replicates
MK inhibit pilot replicates = also measured in MK inhibit; calls as there; inhibition, %; measured here: pilot screen replicates
Spn DPM-DC inh pilot screen % = second read-out of Spn DPM-DC inh, no call of its own (marks repeat the call); inhibition, %; measured here: pilot screen trials
Numbers without * were called inactive; i = inactive; nt = no result given. Unless noted, no stated cut-off is given here; in the data, active means cytotoxicity above about 50%; inactive means the rest.

SMILES	Bfl-1 displacement	MK inhibit	Spn DPM-DC inh	HPDE-C7K KRASV12	HT1080 viability	HPDE-C7 viability	Alkaline phosphatase	LYP phosphatase	Spn PMK inh	others
CC(C)(C#N)NC(=O)c1ccco1	5%	6	i	3%	2%	-12%	4%	-2%	13
COc1ccc(C)cc1S(=O)(=O)N1CCC(C)CC1	-1%	4	i	-25%	1%	-30%	11%	5%	10
CCOC(=O)N1CCN(C(=O)c2c(-c3ccccc3)noc2C)CC1	-8%	11	i	-4%	-5%	-7%	12%	8%	13	Spn PMK inh pilot replicates=2.5;MK inhibit pilot replicates=0.0;Spn DPM-DC inh pilot screen %=0.0
CCOC(=O)N1CCC(NS(=O)(=O)c2cc(Br)cnc2N)CC1	-11%	0	i	-5%	9%	-11%	10%	4%	13
Cc1ccc(C2NC(=O)NC3=C2CCc2ccccc23)cc1 (configuration not stated)	-8%	9	i	nt	-4%	nt	12%	nt	12
CCOc1ccc(Cc2nc(-c3nonc3N)no2)cc1OCC	-6%	10	i	6%	-3%	-2%	6%	nt	13
O=C(NC1CCCCC1)c1noc2c1CCCCC2	1%	19	i	-5%	-4%	1%	12%	6%	11
CC(=O)Nc1nc(SCCCc2ccccc2)n[nH]1	-1%	3	i	5%	8%	-5%	-11%	nt	10
Cc1occc1-c1nnc(SCC(=O)Nc2ccc3c(c2)OCO3)n1CC1CCCO1 (configuration not stated)	6%	8	i	-5%	-3%	-12%	4%	12%	11
CCc1nnc(NC(=O)C2CCC2)s1	-8%	5	i	-1%	9%	-4%	8%	-4%	5
Cc1nc(Sc2cccn2C)c(C(F)(F)F)c(=O)[nH]1	2%	5	i	-13%	5%	-17%	16%	3%	4	Spn PMK inh pilot replicates=0.0;MK inhibit pilot replicates=0.0;Spn DPM-DC inh pilot screen %=0.0
CCOC(=O)C1CCN(C(=O)Nc2ccc3oc(C)nc3c2)CC1	-6%	10	i	0%	4%	0%	10%	1%	7
Cc1cc(=O)n2[nH]c(C)c(-c3ccc(Cl)cc3)c2n1	-22%	8	i	25%	-8%	33%	2%	8%	9
CCOc1ccc(N2CC(C(=O)NCCCN3CCOCC3)CC2=O)cc1 (configuration not stated)	5%	0	i	-5%	4%	-4%	7%	13%	1
CCCCC(CCC(=O)Nc1ccc(C(=O)OCC)cc1)C(=O)O (configuration not stated)	4%	0	i	3%	-4%	7%	9%	-2%	6

3 entries picked at random from the list so far, as already listed:
SMILES	Bfl-1 displacement	MK inhibit	Spn DPM-DC inh	HPDE-C7K KRASV12	HT1080 viability	HPDE-C7 viability	Alkaline phosphatase	LYP phosphatase	Spn PMK inh	others
CCOC(=O)N1CCN(C(=O)c2c(-c3ccccc3)noc2C)CC1	-8%	11	i	-4%	-5%	-7%	12%	8%	13	Spn PMK inh pilot replicates=2.5;MK inhibit pilot replicates=0.0;Spn DPM-DC inh pilot screen %=0.0
CCOC(=O)C1CCN(C(=O)Nc2ccc3oc(C)nc3c2)CC1	-6%	10	i	0%	4%	0%	10%	1%	7
COc1ccc(C)cc1S(=O)(=O)N1CCC(C)CC1	-1%	4	i	-25%	1%	-30%	11%	5%	10

(list continues)
SMILES	Bfl-1 displacement	MK inhibit	Spn DPM-DC inh	HPDE-C7K KRASV12	HT1080 viability	HPDE-C7 viability	Alkaline phosphatase	LYP phosphatase	Spn PMK inh	others
CN(C)c1ccc(CNC(=O)C2CCN(S(=O)(=O)c3ccc4c(c3)CCC(=O)N4)CC2)cc1	6%	10	i	2%	-10%	3%	4%	-20%	0
Cc1nc2ccc(S(=O)(=O)NCC(=O)N3CCOCC3)cc2s1	-9%	1	i	-8%	4%	-10%	1%	14%	14
CCC(=O)Nc1ccccc1-c1nnn(CC(=O)N2c3ccccc3CC2C)n1 (configuration not stated)	-10%	0	i	3%	9%	4%	4%	0%	18
CCOc1ccc(C(=O)NCCCN(CC)CC)cc1	0%	8	i	-10%	12%	-6%	-1%	17%	0
COc1ccccc1N1CCN(c2nc(N)c(C#N)c(CC#N)c2C#N)CC1	1%	7	i	-4%	3%	-12%	5%	nt	4
Cn1c(=O)c2c(nc(Oc3ccc4c(c3)OCO4)n2Cc2ccc(Br)cc2)n(C)c1=O	4%	0	i	-22%	31%	-10%	0%	4%	12
CCOC(=O)c1ccc(NC(=O)C23CCC(C)(C(=O)O2)C3(C)C)cc1 (configuration not stated)	0%	6	i	-5%	-15%	-8%	4%	nt	0
CCOc1ccc(-c2nc(-c3ccccc3C)no2)cc1	4%	0	i	-8%	-12%	2%	8%	13%	0
O=C(COc1cccc(C(F)(F)F)c1)NCCCN1CCCC1=O	1%	5	i	-1%	0%	-1%	3%	-4%	0
Cc1nnc(SCC(=O)NC(=O)NC(C)(C)C)n1N	-4%	5	i	-14%	-7%	-6%	5%	nt	15
NC(=O)c1c(NC(=O)CN2CCCC2)sc2c1CCCC2	6%	0	i	14%	-3%	-5%	23%	-2%	9	Spn PMK inh pilot replicates=0.0;MK inhibit pilot replicates=0.0;Spn DPM-DC inh pilot screen %=0.0
Cc1ccc(OCc2nnc(SCCN3CCOCC3)n2C)cc1	-12%	29	i	0%	-8%	-4%	13%	-3%	15
Cn1c(=O)oc2cc(S(=O)(=O)NCCC(=O)N3CCc4ccccc4C3)ccc21	-3%	0	i	-8%	nt	-32%	5%	nt	0	Spn PMK inh pilot replicates=2.5;MK inhibit pilot replicates=0.0;Spn DPM-DC inh pilot screen %=0.5
Cc1csc(NC(=O)CSc2nnc(-c3ccc(S(=O)(=O)N4CCCC4)cc3)o2)n1	0%	19	i	-10%	10%	-14%	4%	-19%	7
CCCCOC(=O)C(C)Nc1n[nH]c(=O)[nH]c1=O (configuration not stated)	-3%	9	i	2%	0%	9%	12%	-13%	14
CCOc1c(C#N)c(C#N)c2nc(C)cc(C)n12	-2%	6	i	18%	-7%	10%	6%	11%	14
O=C(C1COc2ccccc2O1)N1CCCC1 (configuration not stated)	-8%	0	i	-7%	6%	-15%	8%	0%	15	Spn PMK inh pilot replicates=1.0;MK inhibit pilot replicates=0.0;Spn DPM-DC inh pilot screen %=0.0
Cc1cccc2cc3c(NC(=O)CC(C)C)nn(C)c3nc12	-7%	8	i	-15%	3%	-12%	-1%	nt	9
O=C(Cn1c(N2CCN(c3ccccc3)CC2)nc2ccccc21)c1ccccc1	-4%	1	i	nt	6%	nt	14%	4%	19
CCOC(=O)C(NC(=O)c1ccccc1OCC)(Nc1ncccn1)C(F)(F)F (configuration not stated)	-6%	8	i	4%	0%	0%	7%	nt	10
O=C(O)CC1CCCC(c2ccccc2)C1=O (configuration not stated)	-2%	9	i	5%	0%	2%	6%	18%	13	Spn PMK inh pilot replicates=1.0;MK inhibit pilot replicates=0.0;Spn DPM-DC inh pilot screen %=0.0
COc1ccc(NC(=O)CC(=O)Nc2ccc(OC)cc2OC)c(OC)c1	-2%	5	i	9%	-4%	4%	9%	-7%	2
CCOc1ccccc1N(C(=O)CNC(=O)c1ccco1)C(C(=O)NC(C)(C)C)c1ccncc1 (configuration not stated)	-7%	0	i	-41%	5%	-21%	9%	14%	9
O=C(CSc1ccccc1Cl)c1ccco1	-6%	15	i	-4%	3%	1%	6%	7%	11
CC1=C(C(=O)OCC(C)C)C(c2cc3c(cc2Br)OCO3)NC(=O)N1C (configuration not stated)	-2%	9	i	9%	3%	6%	11%	6%	12	Spn PMK inh pilot replicates=0.0;MK inhibit pilot replicates=0.0;Spn DPM-DC inh pilot screen %=0.0
CCCn1c(C2CC(=O)N(c3cc(OC)ccc3OC)C2)nc2ccccc21 (configuration not stated)	3%	4	i	-6%	2%	-18%	-1%	9%	13
CC1CCCCN1S(=O)(=O)c1ccc(C(=O)Nc2nnc(-c3ccccc3Cl)o2)cc1 (configuration not stated)	0%	0	i	57%*	0%	57%*	-1%	2%	9
CCOC(=O)N1CCC(NC(=O)Cn2ncn3c(cc4sc(CC)cc43)c2=O)CC1	-7%	4	i	5%	8%	-9%	8%	13%	14
c1ccc2c(c1)ncc1cccn12	-13%	1	nt	nt	5%	nt	7%	2%	8
Cc1ccc(C2CC(c3cccc(C)c3)n3ncnc3N2)cc1 (configuration not stated)	2%	8	i	8%	-5%	-4%	2%	17%	5
C=C(C)Cn1c(CCCNC(=O)C(C)(C)C)nc2ccccc21	1%	3	i	-6%	5%	-8%	13%	0%	0	Spn PMK inh pilot replicates=0.0;MK inhibit pilot replicates=0.0;Spn DPM-DC inh pilot screen %=1.0
CCCCSc1cc(C)nc2ncnn12	-5%	14	i	20%	16%	11%	13%	7%	0	Spn PMK inh pilot replicates=0.0;MK inhibit pilot replicates=3.0;Spn DPM-DC inh pilot screen %=0.0
CCOC(=O)N1CCN(S(=O)(=O)N(C)C)CC1	-2%	4	i	4%	23%	16%	11%	-13%	3
O=C(C1CCN(c2nnc(-n3cccc3)s2)CC1)N1CCN(c2cccc(C(F)(F)F)c2)CC1	-13%	1	i	31%	18%	29%	10%	-2%	14
COc1ccc(OC)c(-c2cc(C(=O)NCc3cccs3)no2)c1	-12%	4	i	9%	4%	-12%	20%	-1%	14	Spn PMK inh pilot replicates=5.5;MK inhibit pilot replicates=1.0;Spn DPM-DC inh pilot screen %=3.5
O=C1[C@H]2[C@@H](C(=O)N1c1cc(Cl)cc(Cl)c1)[C@]1(C(=O)Nc3ccccc31)N1CCC[C@@H]21	-7%	1	i	9%	1%	-2%	10%	nt	11
CCOC(=O)C1=C(C)NC2=C(C(=O)CC(C)(C)C2)C1c1ccc2c(c1)CCCN2C (configuration not stated)	-6%	19	i	0%	11%	-1%	1%	4%	5
COC(=O)c1ccc(NC(=O)C2CCN(S(C)(=O)=O)CC2)cc1	-8%	3	i	1%	0%	-6%	7%	6%	13
Cc1cnc(-c2nnc(N(C)C(=O)c3ccccn3)s2)cn1	-5%	0	i	7%	6%	3%	6%	6%	4
COCCn1c(=S)[nH]c2cc(C(=O)N3CCN(c4ccccc4OC)CC3)ccc2c1=O	-6%	5	i	7%	2%	2%	3%	nt	9
COC(=O)c1[nH]c2ccccc2c1NC(=O)CCN1CCSCC1	-17%	7	i	17%	3%	22%	2%	nt	0
O=c1cc(N2CCN(c3cccc(Cl)c3)CC2)[nH]c(=O)n1C1CCCCC1	-5%	1	i	-7%	-2%	-3%	10%	9%	24
Cn1c(N)c(C(=O)COC(=O)c2ccco2)c(=O)n(C)c1=O	0%	7	i	-2%	-1%	-4%	9%	15%	5
CCOCc1nnc(NC(=O)c2cccs2)s1	-2%	4	i	-17%	7%	-4%	8%	8%	3
C/C(Cl)=C/Cn1c(SC(C)C)nc2c1c(=O)[nH]c(=O)n2C	2%	8	i	8%	10%	1%	7%	2%	7
CCOc1ccc(C(=O)Nc2nnc(C)s2)cc1OCC	-3%	3	i	-5%	-2%	2%	6%	8%	0
CC1(C)Cc2nc(N3CCOCC3)c(C#N)cc2CO1	-4%	15	nt	5%	-8%	-7%	10%	6%	12
